Pol eta inh: inhibitors of human DNA polymerase eta. Q9Y253. recombinant Pol eta, fluorescent DNA replication assay. Potency, µM (highest dose often 114 µM), for the others: at the top dose activity change, negative = inhibition, actives largely listed as inhibitors. actives 1.2% (n = 390,000); note: potency is the fitted concentration of half-maximal effect; % is set by controls: 0 for no effect and ±100 for the full control effect
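Pol eta at 10 nM preincubated with compounds 15 min at room temperature; reaction started with fluorescent substrate (50 nM final) and read kinetically at 0 and 10 min.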
POLB inh: DNA polymerase beta (human) inhibition | Pol beta primer extension/strand displacement, fluorescence kinetic | Potency, µM (top dose mostly 114 µM), for inactives: at the highest dose activity change, negative = inhibition, hits mostly inhibitors | actives 1.3% (n = 340,000) | AID 485314; note: potency is the fitted concentration of half-maximal effect; % is set by controls: 0 for no effect and ±100 for the full control effect
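Kinetic readout of DNA synthesis with strand displacement by Pol beta. Compound and 10 nM enzyme sit 15 min at room temperature; 50 nM substrate starts the reaction, read immediately and at 10 min.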
POLI inh: DNA polymerase iota (human) inhibition | Q9UNA4 | Pol iota fluorescent replication assay, 10 min | Potency, µM (series often up to 115 µM), for inactives: at the top dose activity, negative = inhibition, usual class: inhibitors | actives 1% (n = 390,000); note: potency is the fitted concentration of half-maximal effect
Target sequence (Q9UNA4 whole entry, looked up): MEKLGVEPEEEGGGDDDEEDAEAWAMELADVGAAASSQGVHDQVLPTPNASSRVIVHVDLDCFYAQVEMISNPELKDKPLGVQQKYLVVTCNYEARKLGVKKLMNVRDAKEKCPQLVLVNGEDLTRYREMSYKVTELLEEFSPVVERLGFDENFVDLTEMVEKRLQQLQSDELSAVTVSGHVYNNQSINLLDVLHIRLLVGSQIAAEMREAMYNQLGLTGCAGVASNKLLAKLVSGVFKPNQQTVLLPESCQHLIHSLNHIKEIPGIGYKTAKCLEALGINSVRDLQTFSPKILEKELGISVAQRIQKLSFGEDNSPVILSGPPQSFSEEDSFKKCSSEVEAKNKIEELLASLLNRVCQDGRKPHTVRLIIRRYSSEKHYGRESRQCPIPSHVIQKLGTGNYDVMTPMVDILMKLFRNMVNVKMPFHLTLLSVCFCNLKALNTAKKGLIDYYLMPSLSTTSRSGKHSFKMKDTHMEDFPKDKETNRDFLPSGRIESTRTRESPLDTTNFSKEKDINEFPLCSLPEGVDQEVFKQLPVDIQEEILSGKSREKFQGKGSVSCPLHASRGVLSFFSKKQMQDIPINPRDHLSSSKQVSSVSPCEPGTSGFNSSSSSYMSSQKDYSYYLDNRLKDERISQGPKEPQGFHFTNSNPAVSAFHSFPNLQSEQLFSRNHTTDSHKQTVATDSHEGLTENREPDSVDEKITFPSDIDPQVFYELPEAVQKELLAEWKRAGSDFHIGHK
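Pol iota at 10 nM preincubated 15 min with compounds at room temperature; reaction started with fluorescent substrate, 50 nM final. Fluorescence read kinetically at 0 and 10 min; buffer-only wells as negative control.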
Glioma ERSR ind: induces the endoplasmic reticulum stress response in human glioma cells | U87-MG GRP78 promoter luciferase reporter, 16 h | Potency, µM, without a hit: at the highest dose activation, hits mostly activators | AID 602332 | actives 0.02% (n = 420,000); note: potency is the fitted concentration of half-maximal effect; series mostly up to about 76 µM; % of control where 0% means no effect; nearly all actives have a fitted effect of over 35% in size
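Stably transfected U87-MG glioma cells carrying a GRP78-based luciferase sensor; 16 h compound incubation. Luminescence end-point read 10 min after Bright-Glo addition at room temperature.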
BLM helicase inh: blocks DNA unwinding by human BLM helicase. P54132. actives 0.2% (n = 350,000). Potency, µM (doses to about 56.1 µM), without a hit: at the top dose activity change, negative = inhibition, actives largely listed as inhibitors. AID 2528. recombinant BLM DNA unwinding, fluorescence dequenching;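 note: potency is the fitted concentration of half-maximal effect; plate controls were vehicle for no effect and no enzyme for full effect; nearly all actives have a fitted effect of over 35% in size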
Pol kappa inh: DNA polymerase kappa (human) inhibition; actives 0.53% (n = 400,000); Q9UBT6; Potency, µM (titrated, usually from 107 µM), for the others: top-dose activity, negative = inhibition, hits mostly inhibitors; purified Pol kappa, fluorescent DNA synthesis assay, 10 min; AID 588579; note: potency is the fitted concentration of half-maximal effect; % is set by controls: 0 for no effect and ±100 for the full control effect
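10 nM Pol kappa preincubated 15 min at room temperature with compounds, then reaction started with substrate at 50 nM final. Fluorescence read kinetically at 0 and 10 min; buffer-only wells served as negative control.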
APEX1 inh: blocks human APE1 abasic DNA cleavage; Potency, µM (doses to about 65.8 µM), inactives show top-dose activity change, negative = inhibition, hits mostly inhibitors; actives 0.35% (n = 350,000); recombinant APE1, TAMRA/BHQ-2 abasic DNA cleavage fluorescence; AID 2517;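 note: potency is the fitted concentration of half-maximal effect; plate controls were vehicle for no effect and reference inhibitor for full effect; nearly all actives have a fitted effect of over 55% in size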
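Measures dequenching upon AP-site incision of a 5'-TAMRA/3'-BHQ-2 THF-containing duplex, 50 nM; human APE1 0.75 nM after 15 min room-temperature exposure to compound; kinetic three-point read at one-minute spacing.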
Apoferritin bind: binds horse apoferritin like a general anesthetic; apoferritin/1-aminoanthracene competitive binding, fluorescence; Potency, µM (top dose mostly 77.5 µM), for inactives: top-dose activity change, negative = displacement, actives largely listed as inhibitors; actives 0.074% (n = 350,000); AID 485281; note: potency is the fitted concentration of half-maximal effect; % is set by controls: 0 for no effect and ±100 for the full control effect; nearly all actives have a fitted effect of over 20% in size
Target sequence (P02791 2-175 limits assumed): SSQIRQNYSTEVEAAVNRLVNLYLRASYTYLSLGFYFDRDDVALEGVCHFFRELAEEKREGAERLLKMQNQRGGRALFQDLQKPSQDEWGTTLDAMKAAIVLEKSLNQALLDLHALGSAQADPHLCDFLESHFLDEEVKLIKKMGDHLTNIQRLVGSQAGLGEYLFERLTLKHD
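Horse-spleen apoferritin (10 uM) in 50% saturated 1-aminoanthracene in PBS was incubated 10 min at room temperature with compound. Fluorescence (ex 380, em 535 nm) was normalized to free and bound 1-AMA, with concentration-response fitted by a four-parameter Hill equation.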
LDHA inh: blocks human lactate dehydrogenase A; activity change, % (values are at about 110 or 230 µM); P00338; actives 0.15% (n = 480,000); purified LDHA, NADH/diaphorase-resazurin fluorescence; stronger effect = lower value; in the data active = activity change below about -30%; inconclusive = mostly about -25% to -30%;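 note: plate controls were DMSO wells for no effect and wells without enzyme for full effect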
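Enzyme activity of human lactate dehydrogenase 5 (2 nM; 0.06 mM NADH, 0.2 mM pyruvate, 5 min, RT) is measured via a resazurin/diaphorase fluorescence readout of residual NADH.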
* = called active by the depositor; ? = inconclusive; / = not tested or not shown; [ ] = remark or other dose. Unless noted, calls come from the whole dose curve; as a rule, active = well fitted curve in the direction sought with a large enough effect; inconclusive = small, poorly fitted or top-dose-only effect, or another doubt; inactive = no such curve, though single readings can be large; an effect the other way counts as inactive or inconclusive.

Start of the data: the first 6 records, ahead of the listing:
item	SMILES	Pol kappa inh	BLM helicase inh	LDHA inh	POLB inh	Glioma ERSR ind
1	O=[N+]([O-])c1ncn(Cc2c(Cl)cccc2Cl)n1	3%	5%	0	-21%	1%
2	CC(=O)Nc1cccc(N(C)S(C)(=O)=O)c1	7%	0%	6	-22%	-1%
3	O=C(OCC12CC3CC(CC(C3)C1)C2)c1ccc(NCc2cc(O)ccc2O)cc1	-17%	/	18	/	-10%
4	CC1OC(Oc2c(-c3cc(O)c(O)c(O)c3)oc3cc(O)cc(O)c3c2=O)C(O)C(O)C1O (centres undefined)	50µM*	-8%	13	14µM*	-1%
5	O=C(NCc1ccco1)/C(=C/c1ccc([N+](=O)[O-])cc1)NC(=O)c1ccco1	-2%	-3%	-2	21%	-5%
6	O=C(Nc1ccc2oc(-c3cccnc3)nc2c1)c1ccc2c(c1)OCCO2	?	-19%	-14	14µM*	-1%

item	Apoferritin bind	Pol eta inh	APEX1 inh	POLI inh
1	10%	-26%	-1%	0%
2	-2%	0%	0%	5%
3	/	?	/	10%
4	-4%	?	7%	?
5	-7%	-12%	37%	39%[activator]
6	-2%	?	0%	?

This part in full, previewed entries included:
item	SMILES	Pol kappa inh	BLM helicase inh	LDHA inh	POLB inh	Glioma ERSR ind
1	O=[N+]([O-])c1ncn(Cc2c(Cl)cccc2Cl)n1	3%	5%	0	-21%	1%
2	CC(=O)Nc1cccc(N(C)S(C)(=O)=O)c1	7%	0%	6	-22%	-1%
3	O=C(OCC12CC3CC(CC(C3)C1)C2)c1ccc(NCc2cc(O)ccc2O)cc1	-17%	/	18	/	-10%
4	CC1OC(Oc2c(-c3cc(O)c(O)c(O)c3)oc3cc(O)cc(O)c3c2=O)C(O)C(O)C1O (centres undefined)	50µM*	-8%	13	14µM*	-1%
5	O=C(NCc1ccco1)/C(=C/c1ccc([N+](=O)[O-])cc1)NC(=O)c1ccco1	-2%	-3%	-2	21%	-5%
6	O=C(Nc1ccc2oc(-c3cccnc3)nc2c1)c1ccc2c(c1)OCCO2	?	-19%	-14	14µM*	-1%
7	Clc1ccc(CN2CCCCCCC2)cc1Cl	0%	-1%	-16	?	-1%
8	CCOC(=O)Cc1csc(NS(=O)(=O)c2cc(Cl)ccc2Cl)n1	-23%	-20%	-4	?	-3%

item	Apoferritin bind	Pol eta inh	APEX1 inh	POLI inh
1	10%	-26%	-1%	0%
2	-2%	0%	0%	5%
3	/	?	/	10%
4	-4%	?	7%	?
5	-7%	-12%	37%	39%[activator]
6	-2%	?	0%	?
7	-23%	-5%	-1%	16%
8	-18%	?	30%	88%[activator]

The list goes on:
item	SMILES	Pol kappa inh	BLM helicase inh	LDHA inh	POLB inh	Glioma ERSR ind
9	O=S(=O)(NCC1CCCO1)c1ccc(-c2ccc(Cl)cc2)cc1 (centres undefined)	-6%	-2%	-2	-8%	-3%
10	CCc1ccc(-n2nnc(-c3nc(-c4cccs4)no3)c2N)cc1	-6%	-2%	-5	0%	2%
11	COc1ccc(Cl)cc1NC(=O)c1cnc(N2CCCCC2)c2ccccc12	-1%[60.1 µM]	-7%	2	-13%	-2%
12	O=C(COC(=O)/C=C/c1ccc(Cl)cc1)NCCc1ccccc1	-1%	-1%	-2	27%	0%
13	CC(C)(C)C(=O)N1CCN(CCN2C(=O)c3cccc4cccc(c34)C2=O)CC1	-8%	-4%	-1	5%	-3%
14	COc1ccc(CCNC(=O)Cn2nc(C)c3c(C)n(-c4ccccc4)nc3c2=O)c(OC)c1	0%	0%	-3	35%	3%
15	CCOC(=O)C1=C[C@@]2(CC)CCCN3CCc4c(n1c1ccccc41)C32 (some centres undefined)	-11%[60.1 µM]	3%	/	/	-7%
16	CCOC(=O)C1=C(C)Nc2ccccc2N=C1N	1%	-5%	-1	12%	1%

item	Apoferritin bind	Pol eta inh	APEX1 inh	POLI inh
9	-17%	-18%	0%	48%[activator]
10	3%	-11%	/	10%
11	283%[activator]	-23%	/	24%
12	-10%	-9%	5%	67%[activator]
13	-5%	7%	-15%	178%[activator]
14	-42%	-6%	27%	?
15	18%	/	-4%	/
16	-5%	-21%	15%	63%[activator]

The listing continues.
item	SMILES	Pol kappa inh	BLM helicase inh	LDHA inh	POLB inh	Glioma ERSR ind
17	CCOC(=O)c1c(C)[nH]c(C)c1S(=O)(=O)N(C)CC(=O)NCc1cccc(C)c1	-4%	0%	-1	-17%	-3%
18	Cc1no[n+]([O-])c1COc1cccc(/C=C2\N=C(c3ccccc3)OC2=O)c1	-7%	1%	-11	20%	1%
19	CC(C)n1c(=S)[nH]c2ccccc2c1=O	-2%	-1%	-4	8%	-1%
20	COc1ccc(Br)cc1/C=N/Nc1ccccn1	-3%	-7%	-5	0%	-1%
21	CN1CCN(CCC(=O)N2c3ccccc3Sc3ccc(Cl)cc32)CC1	-2%	1%	0	6%	-3%
22	O=c1[nH]c(-c2cccs2)nc2ccccc12	-9%	-8%	-9	26%	2%
23	O=c1c(-c2cccs2)nc2cnc(N3CCOCC3)nc2n1Cc1cccs1	-3%[60.1 µM]	-3%	/	/	1%
24	Cc1nc(C(F)(F)F)c(C(=O)N=CN(C)C)s1	-3%	-3%	2	?	-1%

item	Apoferritin bind	Pol eta inh	APEX1 inh	POLI inh
17	-8%	-11%	39%	17%
18	-2%	-13%	-3%	-1%
19	?	-14%	0%	3%
20	117%[activator]	1%	6%	-2%
21	-12%	3%	2%	?
22	4%	4%	-6%	8%
23	/	/	2%	/
24	-3%	-3%	3%	16%

(continued)
item	SMILES	Pol kappa inh	BLM helicase inh	LDHA inh	POLB inh	Glioma ERSR ind
25	CC(=O)N1c2ccccc2CCc2ccc([N+](=O)[O-])cc21	-4%	-1%	-4	9%	2%
26	CCN(CC)C(=O)c1ccc(S(=O)(=O)c2ccccc2)cc1	3%	-4%	-1	2%	-2%
27	C=CCn1c(SCC(=O)c2cc(C)n(CC3CCCO3)c2C)nnc1-c1ccccc1 (centres undefined)	-9%	0%	1	-28%	-1%
28	CCN(Cc1nc2ccccc2c(=O)[nH]1)C(=O)COc1ccccc1Cc1ccccc1	-5%	/	1	/	-3%
29	CCC(=O)Nc1ccc(/C=C(\C(C)=O)C(=O)c2ccccc2)cc1	-14%	1%	-7	-14%	-6%
30	CCOC(=O)C(Cc1ccccc1)NC(=O)CCCC(=O)c1ccccc1 (centres undefined)	8%	-4%	0	-14%	-4%
31	O=C1c2ccccc2C(Cc2ccncc2)(Cc2ccncc2)c2ccccc21	-8%[19.4 µM]	-2%	/	/	-5%
32	COc1ccccc1NC(=O)CN1C(=O)NC2(CCCc3ccccc32)C1=O (centres undefined)	-6%	/	-4	/	-1%

item	Apoferritin bind	Pol eta inh	APEX1 inh	POLI inh
25	5%	-6%	5%	6%
26	-7%	-15%	2%	49%[activator]
27	-2%	4%	0%	7%
28	/	-18%	-18%	49%[activator]
29	-9%	-11%	-1%	?
30	-14%	-7%	42%[activator]	?
31	/	/	-6%	/
32	/	-5%	22%	0%

Later entries
item	SMILES	Pol kappa inh	BLM helicase inh	LDHA inh	POLB inh	Glioma ERSR ind
33	COc1ccc(OCC(=O)NCc2nc(-c3ccccc3)no2)cc1	-1%	/	-2	/	-3%
34	Cn1c(SCC(=O)Nc2ccc(Cl)cc2)nnc1C1CC1	-15%	1%	-4	9%	-2%
35	Cc1ccc(C)c(CN2CCCN(CC(=O)Nc3ccc(C)c(C)c3)S2(=O)=O)c1	-4%	-4%	-3	4%	-3%
36	COc1ccccc1NC(=O)Cn1cnc2c1c(=O)n(C)c(=O)n2C	-4%	-3%	-3	37%	0%
37	COc1ccc(NC(=O)C(c2ccccc2)N(C)C(=O)/C=C\c2ccc3c(c2)OCO3)cc1 (centres undefined)	-9%	-7%	4	23%	-4%
38	Cc1ccc2c(c1)C1CN(C)CCC1N2C(=S)Nc1ccc(Cl)cc1Cl (centres undefined)	-11%	-1%	-7	-24%	-7%
39	COc1cc(Cl)ccc1OCc1cc(C(=O)N2CCC(N(C)C)C2)no1 (centres undefined)	6%	2%	-3	-8%	5%
40	CCc1ccc(NC(=O)c2cnc3c(-c4ccccc4)c(C)nn3c2C)cc1	-31%	-1%	1	-29%	-7%

item	Apoferritin bind	Pol eta inh	APEX1 inh	POLI inh
33	/	?	/	42%[activator]
34	-10%	-6%	-43%	116%[activator]
35	34%[activator]	-4%	/	6%
36	-7%	-9%	-3%	10%
37	-6%	2%	/	-27%
38	-11%	-22%	-2%	2%
39	-1%	-10%	56%[activator]	13%
40	-4%	-23%	/	?

Next entries follow:
item	SMILES	Pol kappa inh	BLM helicase inh	LDHA inh	POLB inh	Glioma ERSR ind
41	CCc1nc(SCC(=O)Nc2ccccc2Cl)n[nH]1	-3%	-2%	-11	28%	1%
42	N#Cc1c(C#N)c(O)c2ccccc2c1O	4%	-13%	10	32%	-3%
43	Cc1cc(C)cc(NC(=S)NCC2CCN(C(C)c3ccccc3)C2)c1 (centres undefined)	10%	2%	-3	3%	-2%
44	CCn1c(CC(=O)Nc2ccc(Cl)c(Cl)c2)nnc1SCc1ccc(Cl)cc1	-21%	4%	-5	6%	1%
45	Cc1ccc(C(C)NC(=O)c2ccc3c(c2)OCCO3)cc1C (centres undefined)	-6%	-9%	-3	-10%	-2%
46	Cc1nc(Nc2ccccc2F)c2nnn(Cc3ccccc3Cl)c2n1	5%	-2%	-5	7%	1%
47	COCc1cc(C)nc(N2CCCCC2)c1C#N	0%	1%	-8	9%	-2%
48	O=C(NN1CCOCC1)c1ccccc1	-5%	0%	-2	39%	-3%

item	Apoferritin bind	Pol eta inh	APEX1 inh	POLI inh
41	-6%	4%	12%	61%[activator]
42	38%[activator]	-14%	-5%	6%
43	-12%	-13%	14%	25%
44	0%	-4%	-4%	-2%
45	-18%	-17%	54%[activator]	106%[activator]
46	-4%	-16%	-12%	25%
47	0%	-1%	1%	6%
48	-10%	3%	29%	23%

High-throughput results: PubChem BioAssay, National Center for Advancing Translational Sciences (NCATS)

Only part of the results is shown; count on the stated rates, not on these rows.
